BRCT inh green: qHTS Assay for Inhibitors of BRCT-Phosphoprotein Interaction (Green Fluorophore) | BRCA1 BRCT-phosphopeptide binding, green fluorescence polarization | 75,000 tested, 0.05% active | AID 875, 2007 | Potency, µM (doses to about 76.9 µM), without a hit: at the top dose activity change, negative = inhibition, most hits filed as inhibitors;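 also: potency is read from the fitted curve at half-maximal effect; plate controls were peptide without protein for full effect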
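Fluorescence polarization: His-tagged BRCT (~35 kDa BRCA1 C-terminus, 250 nM) bound to 100 nM fluorescein-labeled phosphorylated 10-aa BACH1 peptide, pH 7.3 phosphate buffer with DTT and Tween 20. Compounds incubated 12 min at room temperature; inhibition read as lowered polarization.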
CRE-bla Fsk: Cell signaling CRE-BLA (Fsk stim) | CHO CRE-bla reporter (cAMP response element driving beta-lactamase), forskolin EC10, beta-lactamase ratio | Potency, µM (doses to about 38.2 µM), without a hit: at the highest dose activity change, negative = inhibition, hits mostly activators | 71,000 tested, 2.5% active | AID 662, 2007; active = well fitted activation curve with a large enough effect in the signal ratio, with a control signal flat, not every such curve was filed as active; inconclusive = small, poorly fitted or top-dose-only effect, or effect the other way, or a change in a side signal; the % refers to the signal ratio; also: potency is read from the fitted curve at half-maximal effect; % of control where 0% means no effect
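Modulation of forskolin-driven signalling is measured in CHO cells carrying a CRE-controlled beta-lactamase reporter. Cells are stimulated with EC10 NKH 477 in the presence of titrated compound for 3 h at 37 °C, then loaded with CCF4 for 2 h at room temperature.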
HADH2 inhib: qHTS Assay for Inhibitors of HADH2 (Hydroxyacyl-Coenzyme A Dehydrogenase, Type II); 3-hydroxyacyl-CoA dehydrogenase type-2 (Homo sapiens), Q99714; recombinant HADH2, NADH fluorescence, beta-hydroxybutyryl-CoA; Potency, µM (titrated, usually from 57.1 µM), for inactives: at the top dose activity change, negative = inhibition, actives largely listed as inhibitors; 73,000 tested, 3.4% active; AID 886, 2007; also: potency is read from the fitted curve at half-maximal effect; % is scaled to controls: 0 for no effect and ±100 for the full control effect; nearly all actives have a fitted effect of over 60% in size; many of its hits are not listed in these tables
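Buffer 100 mM Tris-HCl pH 9.0/0.01% Tween-20; HADH2 20 nM; NAD+ 1 mM; beta-hydroxybutyryl-CoA 90 uM (all final). 15 min cpd preincubation, RT.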
HBB splice mod: qHTS Assay for Modulators of Hemoglobin Beta Chain Splicing | HBB splicing reporter cell assay, activation; EGFP reporter with mutant IVS2-654 intron; response scale: normalised to 500 nM splice-correcting PNA | Potency, µM (doses to about 46.1 µM), without a hit: at the top dose activation, most hits filed as activators | 65,000 tested, 0.06% active | AID 925, 2007; also: potency is read from the fitted curve at half-maximal effect; 0% is about no effect
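Compounds were applied for 2 days to HeLa EGFP-654 cells, 500/well in Optimem with 2% FCS. The reporter's EGFP is disrupted by mis-splicing of beta-globin intron IVS2-654. Readout: summed well GFP fluorescence from 488 nm laser scanning; reference was 500 nM antisense […] 654 PNA.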
DNA Pol III inh: qHTS Assay for Inhibitors of DNA Polymerase III Holoenzyme System; reconstituted DNA polymerase III holoenzyme replication, biochemical; Potency, µM (series often up to 57.1 µM), inactives show top-dose activity change, negative = inhibition; 71,000 tested, 0.25% active; AID 603, 2007; also: potency is read from the fitted curve at half-maximal effect; % is scaled to controls: 0 for no effect and ±100 for the full control effect
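Reconstituted *E. coli* holoenzyme (0.35 nM Pol III, 1 nM beta, 154 nM SSB, 2 nM primase) was preincubated with compound for 15 min at RT. Synthesis on 1.4 nM ssM13Gori ran 35 min, then was stopped with PicoGreen/EDTA and read as dsDNA fluorescence.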
GFP derepression: qHTS Assay for Epigenetic Modulators; mouse C127i GFP locus derepression, cytometry, 30 h; Potency, µM (titrated, usually from 46.1 µM), for the others: at the top dose GFP derepression (activation); 68,000 tested, 0.09% active; AID 597, 2007; also: % of control where 0% means no effect
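Read-out is the number of GFP-positive cells, scored as fluorescent objects 20 to 120 um wide, reflecting derepression of a silenced CMV-GFP reporter in murine C127i cells after 30 h compound exposure at 37 C.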
UbGFP stabilizer: Ubiquitin-GFP Assay; Ubiquitin-GFP reporter cells, proteasome inhibition, GFP fluorescence; response scale: untreated = 0%, 10 µM MG-132 = 100%; Potency, µM (top dose mostly 45.9 µM), for inactives: at the top dose activation (GFP accumulation), usual class: activators; 67,000 tested, under 10 active; AID 526, 2006; active = well fitted activation curve with a large enough effect, not every such curve was filed as active; inconclusive = small, poorly fitted or top-dose-only effect, or another doubt; inactive = no such curve, though single readings can be large or run the other way; also: potency is read from the fitted curve at half-maximal effect
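U2OS cells expressing ubiquitin(G76V)-GFP, seeded overnight in 0.5% FBS medium, then treated 4 hr at 37 C across 46 uM to 2.9 nM. GFP-positive cells counted by laser cytometry (488 ex/515 em); %activity scaled between basal and 10 uM MG-132.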
BRCT inh red: qHTS Assay for Inhibitors of BRCT-Phosphoprotein Interaction (Red Fluorophore); BRCT-phosphopeptide binding, red fluorescence polarization; Potency, µM (titrated, usually from 76.9 µM), inactives show at the highest dose activity change, negative = inhibition, usual class: inhibitors; 75,000 tested, 0.03% active; also: % is scaled to controls: 0 for no effect and ±100 for the full control effect
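Rhodamine-labelled pBACH1 10-mer (100 nM) bound to BRCT domain (100 nM) at pH 7.3; compounds incubated 12 min room temperature, polarization read. Free peptide defines full inhibition; unlabelled decapeptide titrated as control.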
USP2a inh: qHTS Assay for Inhibitors of Ubiquitin-specific Protease USP2a | Ubiquitin carboxyl-terminal hydrolase 2 (Homo sapiens), O75604 | Potency, µM (highest dose often 38.3 µM), without a hit: top-dose activity change, negative = inhibition, most hits filed as inhibitors | USP2a enzymatic assay, qHTS inhibition | 60,000 tested, 0.1% active | AID 927, 2007;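 also: potency is read from the fitted curve at half-maximal effect; nearly all actives have a fitted effect of over 60% in size; plate controls were DMSO for no effect and NEM full inhibition control for full effect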
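USP2 core (20 nM final) was preincubated with compound for 30 min at RT in 20 mM Tris-HCl pH 8.0, 2 mM CaCl2, 2 mM beta-mercaptoethanol; Ub-PLA2 (20 nM) plus NBD C6-HPC (20 uM) then added, fluorescence read after 2.5 h.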
Hsp90 Hop PPI: qHTS Assay for Disrupters of an Hsp90 Co-Chaperone Interaction; AlphaScreen TPR2A-His6 binding biotin-Hsp90 C-terminal peptide; 71,000 tested, 0.44% active; Potency, µM (doses to about 57 µM), inactives show top-dose activity change, negative = inhibition; Hsp90 C-terminal peptide / TPR2A (Hop) interaction, human; active = well fitted curve in either direction with a large enough effect; inconclusive = small, poorly fitted or top-dose-only effect, or another doubt; also: potency is read from the fitted curve at half-maximal effect; % is scaled to controls: 0 for no effect and ±100 for the full control effect; many of its hits are not listed in these tables
15-hLO inh: qHTS Assay for Inhibitors of 15-hLO (15-human lipoxygenase). Polyunsaturated fatty acid lipoxygenase ALOX15 (Homo sapiens), P16050. purified 15hLO-1, xylenol orange hydroperoxide absorbance. Potency, µM (doses to about 57.1 µM), inactives show top-dose activity change, negative = inhibition, actives largely listed as inhibitors. 74,000 tested, 1.4% active; also: potency is read from the fitted curve at half-maximal effect; % is scaled to controls: 0 for no effect and ±100 for the full control effect; nearly all actives have a fitted effect of over 55% in size
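Compounds were preincubated 15 min at room temperature with 40 nM purified human enzyme (25 mM Hepes pH 7.5, 0.01% Triton X-100); 50 uM arachidonic acid reacted 6 min. Fe-xylenol orange detection, 30 min, absorbance ratio 573/405 nm.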
An asterisk follows results filed as active; u = inconclusive; x = not tested or not shown; [ ] = remark or other dose. Unless noted, calls follow the shape of the dose curve; as a rule, active = well fitted curve in the direction sought with a large enough effect; inconclusive = small, poorly fitted or top-dose-only effect, or another doubt; inactive = no such curve, though single readings can be large; an effect the other way counts as inactive or inconclusive.

SMILES	BRCT inh green	CRE-bla Fsk	HADH2 inhib	HBB splice mod	DNA Pol III inh	GFP derepression	UbGFP stabilizer	BRCT inh red	USP2a inh	Hsp90 Hop PPI	15-hLO inh
CC(=O)c1cccc(N(C(=O)c2ccco2)C(C(=O)NC2CCCC2)c2ccncc2)c1 (configuration not stated)	-1.7%	-3%	-1%	0.2%[57.5 µM]	2%	-2%	1%	-0.9%	x	-1%	11%
CCOC(=O)Cc1csc(NS(=O)(=O)Cc2ccccc2)n1	3.2%	-12%	-20%	-0.5%	-4%	0%	-1%	0.1%	1%	-1%	4%
Cc1cc(Cl)ccc1OCC(=O)NCCCN1CCOCC1	-1.0%	-13%	5%	-3.6%	-6%	1%	-3%	-3.3%	4%	-3%	-3%
Cc1oc2ccc(OCc3ccc(F)cc3)cc2c1C(=O)O	-2.9%	2%	12%	-0.3%	-5%	4%	-7%	1.2%	15%	u	-3%
CS(=O)(=O)N(CC(=O)NCC1CCCO1)c1ccc(Cl)c(Cl)c1 (configuration not stated)	-0.4%	9%[7.6 µM]	8%[11.4 µM]	-2.4%[0.0738 µM]	-6%[11.4 µM]	3%	5%[9.17 µM]	0.5%	7%[7.66 µM]	-7%[11 µM]	4%[11.4 µM]
COc1ccc(C(c2nnnn2C(C)(C)C)N2CCN(C)CC2)cc1OC (configuration not stated)	-2.2%	1%	8%	0.1%[57.5 µM]	1%	2%	-6%	-1.8%	x	-2%	7%
COc1ccc(CN(C(=O)c2ccco2)C2CC(C)N(C)CC2C)cc1 (configuration not stated)	-2.6%	7%	5%	-3.7%[57.5 µM]	-4%	-2%	-2%	1.3%	10%	0%	4%
CCCCN(CC)CCNC(=O)C1c2cc(OC)c(OC)cc2C(=O)N2CCc3ccccc3C12 (configuration not stated)	-0.9%	u	3%	-0.8%	-3%	1%	-13%	0.7%	21%	1%	-3%
COc1ccc(NC(=O)c2cc3ccccc3o2)cc1	-0.8%	-9%	1%	-1.3%	1%	0%	9%	0.6%	-2%	0%	-5%
COc1ncc2ncc(=O)n(C3CC3)c2n1	-0.5%	-2%	-19%	0.0%	-5%	0%[9.22 µM]	0%	0.1%	2%	-9%	-6%
O=C1CC(/C=C/c2ccco2)=Nc2ccccc2N1	-11%	-21%	u	3.2%	u	0%	7%	u	0%	u	5µM*
CC(C)n1c(Nc2ccccc2)nc2ccccc21	-1.4%	27%	u	0.2%	-4%	0%	1%	1.4%	4%	-7%	-8%
CC(=O)Nc1c(C(=O)N2CCN(c3ncccn3)CC2)cnn1-c1ccccc1Cl	-2.7%	-1%	4%	-1.8%	0%	8%	-1%	0.4%	-5%	1%	-1%
Cc1oc(-c2ccccc2F)nc1CS(=O)(=O)CC(=O)N1CCCCCC1	-2.1%	8%	3%	-1.2%	2%	-3%	-2%	-0.9%	x	-1%	1%
N#Cc1nc(COc2cccc(Cl)c2)oc1N1CCN(c2ccccc2)CC1	-1.3%	1%	7%	0.2%[0.369 µM]	-7%	2%	x	-1.1%	-5%	u	-10%
NS(=O)(=O)c1ccc(NC(=O)CSc2ccccn2)cc1	-3.1%	0%	-19%	-0.1%[57.5 µM]	-1%	-2%	-4%	2.1%	-7%	0%	1%
CCc1ccc(O)c(N=Cc2ccccc2O)c1	12%	-13%	u	-0.2%[9.22 µM]	-6%	-7%	-7%	0.4%	31%[activator]	-6%	u
O=C(Nc1ccccc1C(=O)N1CCOCC1)C1CCC(=O)N1C1CCCC1 (configuration not stated)	0.6%	9%	15%	-2.1%	-7%	0%	7%	0.4%	6%	-2%	0%
CC1(C)CC(=O)N(CC(=O)NCc2ccc(F)cc2)c2ccccc2S1(=O)=O	-2.0%	-6%	1%	-1.3%	-5%	5%	16%	0.0%	x	-6%	3%
CC1(C)OC(=O)C(=CNc2ccccc2F)C(=O)O1	-1.8%	18%	-5%	4.2%	-7%	-2%	-3%	-0.5%	-10%	-1%	12%
CCCCNc1cc(C(=O)O)cc(S(N)(=O)=O)c1Oc1ccccc1	-2.1%	-6%[17.1 µM]	u	-1.8%[20.6 µM]	0%[25.6 µM]	-4%[20.6 µM]	12%[20.5 µM]	-2.0%	u	3%[26 µM]	7%
NC(=O)c1ccc([N+](=O)[O-])cc1	-0.8%	-10%	3%	-1.2%	-4%	x	x	1.3%	x	-2%	-15%
O=C(NCc1cccnc1)c1cccc(C(F)(F)F)c1	-0.4%	3%	6%	0.1%	-6%	0%	4%	-1.0%	-4%	-1%	3%
COc1cc(OC)cc(C(=O)NCCNC(=O)c2ccccc2)c1	0.9%	10%	7%	0.3%	-3%	-2%	-3%	0.8%	3%	-5%	3%
CCOC(=O)CNC(=O)CSc1nc2sc(C)c(C)c2c(=O)n1C	0.2%	10%	-16%	2.0%[1.84 µM]	-2%	-4%	-7%	1.1%	5%	2%	1%
Following part
SMILES	BRCT inh green	CRE-bla Fsk	HADH2 inhib	HBB splice mod	DNA Pol III inh	GFP derepression	UbGFP stabilizer	BRCT inh red	USP2a inh	Hsp90 Hop PPI	15-hLO inh
O=C(c1cnccn1)N1CCN(C/C=C/c2ccccc2)CC1	-1.6%	-3%	-4%	2.1%[57.5 µM]	-4%	1%	-1%	1.4%	-3%	2%	-20%
CCc1c(C)sc(NC(=O)c2cc(C3CC3)on2)c1C#N	-4.0%	11%	-29%	-1.3%	-4%	-2%	-2%	-0.3%	x	4%	-9%
COc1cccc(-c2nccc(NCc3ccc(OC)cc3OC)n2)c1	-0.1%	15%	-6%	-0.8%	2%	-3%[9.22 µM]	-3%	0.4%	-21%	2%	-6%
COc1cc(C(=O)N2CCN(C(=O)Cc3ccccc3)CC2)cc(OC)c1OC	-0.5%	3%	-6%	-0.5%	-2%	-4%	-6%	0.6%	x	-5%	-3%
COC(=O)c1ccc(C(NC(=O)OCc2ccccc2)/C(C)=C/[C@@H](C)C(=O)N2CCN(C)CC2)cc1 (some centres not stated)	-0.6%	-7%	9%	-0.2%	2%	x	x	-0.7%	x	-3%	-19%
Cc1ccc(SCc2nc(-c3ccncc3)no2)cc1	2.2%	13%	-15%	-1.3%	-4%	-2%	0%	-1.3%	-9%	8%	-8%
CCCC(=O)Nc1ccc(OCC(O)CNC(C)C)c(C(C)=O)c1 (configuration not stated)	-0.8%[3.08 µM]	x	x	x	x	2%[20.6 µM]	x	0.3%	3%	x	-4%
CC(=O)C1=C(N2CCCCC2)CCC1=O	-3.7%	2%	-11%	-2.0%	-11%	-4%	-9%	-0.3%	0%	1%	9%
O=C(CCCCn1c(=O)[nH]c2ccsc2c1=O)NCC1CCCO1 (configuration not stated)	-0.6%	u	-4%	-0.6%	-5%	0%	-8%	0.1%	-4%	-7%	1%
CN(C)Cc1cn(CCC(=O)O)c2ccccc12	-1.2%	u	7%	-0.3%	-1%	1%	1%	-0.7%	0%	-5%	-18%
NC(=O)c1ccccc1[N+](=O)[O-]	0.8%	2%	0%	-0.3%	-5%	x	x	0.5%	x	0%	-1%
CCOC(=O)C(CO)(NC(C)=O)C(=O)OCC	-2.9%	u	18%	1.0%	0%	1%	-2%	0.9%	-3%	-1%	-4%

The list is partial (hit frequency here may not be typical).
